Bioassay records deposited in PubChem BioAssay by NCI.
NCI-60 one-dose screen, 48 h, at 10 µM unless noted. Numbers give growth in % (100 = growth as untreated, 0 = no growth, -100 = all killed).
RXF 393: RXF 393 renal cancer cells. AID 1794773. actives 6.9% (n = 77,000)
OVCAR-5: OVCAR-5 ovarian cancer. actives 2.9% (n = 82,000)
OVCAR-3: OVCAR-3 ovarian cancer; actives 7% (n = 79,000); AID 1794787
A498: A498 renal cancer cells | actives 5.4% (n = 76,000)
SK-OV-3: SK-OV-3 ovarian cancer cells; actives 3.2% (n = 80,000); AID 1794785
IGROV1: IGROV1 ovarian cancer; AID 1794786; actives 4.7% (n = 79,000)
OVCAR-8: OVCAR-8 ovarian cancer | actives 4.4% (n = 81,000) | AID 1794782
OVCAR-4: OVCAR-4 ovarian cancer cells. actives 3.7% (n = 80,000)
ACHN: ACHN renal cancer; AID 1794771; actives 4.9% (n = 81,000)
* = called active by the depositor; / = not tested or not shown; & = joins results of further samples. How the source made its calls: active means growth percent below 10; inactive means the rest.

canonical_smiles,RXF 393,OVCAR-5,OVCAR-3,A498,SK-OV-3,IGROV1,OVCAR-8,OVCAR-4,ACHN
COc1ccc2c(c1)N(CCO)C1=C(C(=O)OC1)C2c1cccc(F)c1 (centres undefined),31,45,-17*,-4.4*,23,34,11,51,28
O=C(OCCN1C(=O)C2C3C=CC(C3)C2C1=O)C1C2C=CC(C2)C1C(=O)OCCN1C(=O)C2C3C=CC(C3)C2C1=O (centres undefined),131,98,113,111,116,106,108,107,99
COc1cccc(Nc2nc(NCCO)c3ccccc3n2)c1,71,101,61,44,102,/,82,/,80
CCOC(=O)c1c(SC)nn(C(=S)Nc2ccccc2)c1N,111,91,104,128,101,96,94,96,97
CCCC(NC(=O)c1cccc(N2C(=O)/C(=C/c3cccc(F)c3)SC2=S)c1)C(=O)O (centres undefined),105,103,108,80,122,102,99,100,103
CCN(CC)CCNc1nc2ccccc2c2c(=O)c3cc(Cl)ccc3sc12,79,82,51,-7.9*,54,56,64,47,48
COc1ccc(-c2nc(SCC(C)C)nc(NCCO)c2C#N)cc1,91,96,103,54,97,112,87,98,97
COc1cccc(/C=C/C(C)=O)c1OC,114,120,109,112,107,95,93,106,117
C[C@]12C=CC(=O)C=C1CC[C@@H]1[C@@H]2[C@@H](O)C[C@@]2(C)[C@H]1CC[C@]2(O)C(=O)COC(=O)CCC(=O)O,/,74,122,58,78,/,107,103,91
COc1cc(C2CC(c3ccccc3)=Nc3c(N)nc(N)nc3N2)ccc1Oc1nc(Nc2ccc(F)cc2)nc(N(C)C)n1 (centres undefined),/,86,36,94,87,51,40,36,39
CC1(C(=O)OCc2ccccc2)C(=O)C2=C(CCCCC2)N1c1ccccc1 (centres undefined),95,100,99,86,88,85,93,89,93
Oc1ccc2ccccc2c1C=Nc1ccccc1,83,100,87,101,88,88,107,100,82
COc1ccc(-n2nnc3c4nc(-c5ccc([N+](=O)[O-])cc5)oc(=O)c4c(C)nc32)cc1,109,104,116,123,113,110,110,108,102
COc1ccc2c(c1)CCCC2=O,124,108,110,108,90,94,106,109,102
COc1ccc([C@H]2[C@H](C(=O)Nc3cccnc3)c3ccccc3C(=O)N2c2ccccc2)cc1,94,114,100,/,96,81,96,98,90
O=c1c2ccccc2nc(N/N=C/c2ccc(O)cc2)n1-c1ccccc1,94,96,112,84,/,106,101,99,103
O=c1/c(=C/c2cccs2)sc2nc3ccccc3n12,114,84,105,96,104,85,105,77,97
Cc1cc(OC(=O)c2ccc([N+](=O)[O-])cc2)nc2[nH]c(=O)sc12,108,105,108,104,115,97,102,99,103
COc1cc2c(cc1OC)CN(S(N)(=O)=O)CC2,103,83,116,97,99,117,100,101,107
O=C(Nc1ccncc1)C(=O)c1cn(S(=O)(=O)c2cccc(Cl)c2F)c2ccccc12,93,101,75,72,97,71,82,65,101

Copied from the listing, 10 compounds:
canonical_smiles,RXF 393,OVCAR-5,OVCAR-3,A498,SK-OV-3,IGROV1,OVCAR-8,OVCAR-4,ACHN
CC1(C(=O)OCc2ccccc2)C(=O)C2=C(CCCCC2)N1c1ccccc1 (centres undefined),95,100,99,86,88,85,93,89,93
Oc1ccc2ccccc2c1C=Nc1ccccc1,83,100,87,101,88,88,107,100,82
COc1ccc(-n2nnc3c4nc(-c5ccc([N+](=O)[O-])cc5)oc(=O)c4c(C)nc32)cc1,109,104,116,123,113,110,110,108,102
COc1ccc2c(c1)CCCC2=O,124,108,110,108,90,94,106,109,102
COc1ccc([C@H]2[C@H](C(=O)Nc3cccnc3)c3ccccc3C(=O)N2c2ccccc2)cc1,94,114,100,/,96,81,96,98,90
O=c1c2ccccc2nc(N/N=C/c2ccc(O)cc2)n1-c1ccccc1,94,96,112,84,/,106,101,99,103
O=c1/c(=C/c2cccs2)sc2nc3ccccc3n12,114,84,105,96,104,85,105,77,97
Cc1cc(OC(=O)c2ccc([N+](=O)[O-])cc2)nc2[nH]c(=O)sc12,108,105,108,104,115,97,102,99,103
COc1cc2c(cc1OC)CN(S(N)(=O)=O)CC2,103,83,116,97,99,117,100,101,107
O=C(Nc1ccncc1)C(=O)c1cn(S(=O)(=O)c2cccc(Cl)c2F)c2ccccc12,93,101,75,72,97,71,82,65,101

(more compounds)
canonical_smiles,RXF 393,OVCAR-5,OVCAR-3,A498,SK-OV-3,IGROV1,OVCAR-8,OVCAR-4,ACHN
COC(=O)/C=C1/SC(=Nc2ccc(C)cc2)N(CCc2c[nH]c3ccccc23)C1=O,72,122,85,79,112,99,70,79,81
CCc1cccc(C(C)(C)C)c1NC(=S)NC=C(C#N)C#N,114,98,95,103,100,103,107,81,101
Nc1nc(-c2ccc(Cl)cc2)c2cc[nH]c(=O)c2n1,114,117,108,120,109,84,104,112,97
CN1CCN(c2nc3cc(NC(=O)c4ccc(Cl)s4)ccc3s2)CC1,96,102,81,95,96,95,98,91,95
N#Cc1cnn(-c2cc(Cl)ccc2Cl)c1N,95,98,109,101,104,101,92,97,98
Cc1n[nH]c(=S)[nH]c1=O,/,101,113,138,115,115,104,119,101
Nn1c(Nc2ccc(S(N)(=O)=O)cc2)nnc(/C=C/c2c(O)ccc3ccccc23)c1=O,104,117,64,83,93,84,87,76,82
COc1ccc(/C=N\NC(=O)c2cnn(CC(O)c3ccccc3)c2N)cc1OCc1ccccc1 (centres undefined),83,102,/,69,98,98,64,61,81
CC(C)c1ccc(Nc2ccc3c(OCCCN4CCN(C)CC4)cccc3n2)cc1,49,81,79,78,100,83,89,74,80
Cc1ccc(C2=NN(c3ccc(S(=O)(=O)NC(=O)NCc4ccccc4)cc3)C(c3ccc(N(C)C)cc3)C2)c(C)c1 (centres undefined),53,55,38,51,88,54,31,58,45
N[C@@H](Cc1ccccc1)[C@@H](O)C(=O)NCc1ccc(F)cc1,118,99,117,96,120,107,104,103,108
COc1ccc(NCC(=O)Cn2cc(COc3ccc(C=Nc4cnc5ccccc5c4)cc3)nn2)cc1,117,103,117,107,96,111,100,110,105
CSc1nc2sc3c(c2c(=O)n1-c1ccc(C(C)C)cc1)CCC(=O)C3,-2.9*,6.1*,-27*,96,36,-6.1*,4.6*,15,-20*
Cc1cc(Nc2nc(-c3ccc(F)cc3)nc3ccccc23)n[nH]1,/,70,62,1.9*,21,11,95,41,39
CC(C)C1=NOC(=O)C1=Cc1cn(-c2ccccc2)nc1-c1cccc([N+](=O)[O-])c1,69,106,89,76,117,70,58,103,99
c1ccc(Cn2c(N=Nc3c(Nc4ccccc4)ccc4ccccc34)nc3ccccc32)cc1,90,95,114,92,105,107,98,93,93
Cc1ccc(-n2c(C)nn3c(=O)c4c5c(sc4nc23)CN(C)CC5)cc1,105,99,97,/,95,101,103,102,101
CC(C)NC1(C(N)=O)CCNCC1,110,97,111,102,106,105,98,113,98
COC(=O)c1ccccc1I,/,90,117,/,110,106,99,104,99
CC(C)(C)c1cc(C(=O)Nc2cc3ccccc3cc2C(=O)NCCN)cc(C(C)(C)C)c1,-90*,-58*,-96*,-91*,/,-55*,-37*,-82*,-92*
COC(=O)c1ccc(N=Cc2cc3ccccc3[nH]c2=O)cc1,121,109,107,93,/,107,102,104,103
COC(=O)/C(CCC=C(C)C)=C1\[C@@H](OC(C)=O)C[C@@]2(C)[C@H]1CC(=O)[C@H]1[C@@]3(C)CC[C@H](NCc4ccccc4)[C@@H](C)[C@@H]3CC[C@@]12C,69,95,89,92,/,73,92,81,99
Cc1cnc(SCc2ccc(Cl)cc2)nc1N(Cc1ccccc1)Cc1ccccc1,93,97,108,86,101,89,107,/,102
Nc1ccc(Nc2ccc(N)cc2S(=O)(=O)O)cc1,/,99,99,110,118,/,/,128,109
CCO/C=N/C1=C(C#N)C(c2ccc(OC)cc2)c2sc3c(F)cccc3c2O1 (centres undefined),3.8*,64,8.1*,22,50,44,37,65,48
Cc1ccc(C)n1-c1ccccc1-n1c(C)ccc1C,109,118,120,98,109,93,102,105,102
CCSC(SCC)C(O)C(O)C(O)C(O)CO (centres undefined),111&102,98&97,106&107,103&95,81&102,103&108,107&104,101&102,101&99
O=CCCCC(O)C=O (centres undefined),102,106,109,99,104,108,106,103,103
CSc1ccccc1Nc1nc(N)nc(C(Cl)(Cl)Cl)n1,82,91,87,107,96,74,98,83,92
CC(=O)c1c(O)ccc2c(C)cc(=O)oc12,102,103,110,106,96,106,105,100,105
Cc1nc(/C=c2\sc3n(c2=O)C2C(NN=3)N(C)C(=O)N2C)cn1C (centres undefined),106,121,108,81,112,109,101,103,110
Cc1ccc(-c2nc(Nc3ccc(C)c(S(N)(=O)=O)c3)c3ccccc3n2)cc1,/,94,57,106,125,88,46,70,64
N#CCCOCN(COCCC#N)c1nc(N(COCCC#N)COCCC#N)nc(N(COCCC#N)COCCC#N)n1,111,109,111,135,104,110,98,115,107
CCn1c(SCCc2ccccc2)nnc1-c1nn(-c2ccc(Cl)cc2Cl)c(-c2ccc(Cl)cc2)c1C,66,82,69,97,79,94,85,76,61
CC(C)c1ccc(S(=O)(=O)NC(=O)NC2CC2)cc1,107,98,119,132,109,107,101,110,105
C=CCNc1nc(NN2C(=O)c3cccc4cccc(c34)C2=O)nc(-n2cnc3ccccc32)n1,50,77,84,32,41,47,82,52,65
Cc1c(N=O)cc(C(C)C)c(O)c1I,117,114,97,76,87,108,97,94,107
Nc1ccc(-c2nnc(-c3ccc(Cl)cc3Cl)o2)cc1,109,107,102,104,101,97,/,100,110
COC[C@@H](CC(C)C)N=C1N/C(=C\c2ccc3ncsc3c2)C(=O)N1C,-19*,-6.8*,3.3*,-15*,0.8*,9.2*,18,29,-1.5*
CCSc1nnc(NC(=O)Cc2ccc(Cl)cc2)s1,21,97,106,100,106,-25*,113,107,103
Cc1cc(Cl)nc(N2CCN(CC(=O)Nc3ccc4c(ccn4C)c3)CC2)n1,112,100,117,101,93,111,98,108,102
COc1ccc(Cn2cc(C(=O)N=Nc3c(O)[nH]c4ccc(Cl)cc34)nn2)cc1,103,114,109,97,119,106,105,100,107
CC1(C)CC(=O)c2c(nc(Nc3nc4ccccc4s3)nc2-c2ccc(F)cc2)C1,109,100,99,95,94,86,97,95,97
OC(COC(N(F)F)(N(F)F)N(F)F)C(O)COC(N(F)F)(N(F)F)N(F)F (centres undefined),105,114,122,98,102,103,99,98,109
O=S(=O)(c1ccccc1)C1CC1(c1ccccc1)c1ccccc1 (centres undefined),98,91,105,/,90,88,101,104,102
OC(c1cc(C(F)(F)F)nc2c(C(F)(F)F)cccc12)C1CCCCN1 (centres undefined),/,/,74,53,79,45,/,57,/
Cc1ccc(S(=O)(=O)OCCCCl)cc1,101,111,79,88,105,111,89,119,123
C=CCC1CCCC(=O)C1CC=C (centres undefined),100,94,110,102,107,86,103,96,97
COc1cc(-c2nc3c(ncc4ccc(=O)n(-c5ccccc5)c43)s2)cc(OC)c1OC,48,74,80,6.7*,80,54,88,73,79
COc1ccc(-n2sc(=O)n(Cc3ccc(COC(=O)C(C)c4ccc(CC(C)C)cc4)cc3)c2=O)cc1 (centres undefined),/,64,-67*,83,96,43,50,18,-44*
N#Cc1c(N)nn(C(=O)c2ccc(NC(=O)c3ccccn3)cc2)c1-c1cccc(Br)c1,93,95,82,92,100,74,63,43,82
Nc1ccc(S(=O)(=O)Nc2ncc(Br)cn2)cc1,101,119,110,96,119,127,104,102,122
CN1CCN(c2ccc(/C=N/NC(=O)CSc3nc4ccccc4c(=O)n3-c3ccccc3)cc2)CC1,75,120,106,101,109,110,103,99,102
Cc1ccc(C(=O)Nc2ccccc2C(=O)N/N=C/c2cc3ccccc3cn2)cc1,96,88,61,/,66,50,/,53,62
CC1(C)CNC(C2CCC=CO2)O1 (centres undefined),119,97,109,103,110,124,111,116,98
CC(=O)NNC(=S)N/C=C(\C#N)C(=O)c1ccc2ccccc2c1,105,99,99,120,88,86,101,89,87
COc1ccc(C(=N\Nc2ccccc2)/C(=N/Nc2ccccc2)c2ccc(OC)cc2)cc1,132,101,104,104,95,83,100,93,99
Cc1ccc2[nH]c(O)c(N=NC(=O)Cc3c[nH]c4ccccc34)c2c1,97,97,106,/,/,76,97,98,99
C#CC1(OCC(O)CO)CCCCC1 (centres undefined),148,101,115,123,112,124,118,108,105
COc1ccc2c(c1)CN(CCc1ccccc1)CO2,101,94,109,111,100,125,105,93,97

(cont.)
canonical_smiles,RXF 393,OVCAR-5,OVCAR-3,A498,SK-OV-3,IGROV1,OVCAR-8,OVCAR-4,ACHN
Fc1ccc(-c2nc(CSc3nc4ccccc4o3)no2)cc1,123,96,108,110,101,103,106,95,102
N#Cc1c(Nc2ccc(O[C@H]3CO[C@H]4[C@@H]3OC[C@@H]4O)c(Cl)c2)c2ccccc2n(Cc2ccccc2)c1=O,117,102,115,/,111,111,107,97,100
Nc1ncncc1-c1ccc2ccccc2c1,97,85,116,92,99,83,94,98,100
COC(=O)c1ccccc1NC(=O)CCl,89,96,124,114,110,99,97,90,98
COc1ccc(/C=C/C=C\C(=O)c2ccc(N3CCOCC3)cc2)cc1,78,92,96,73,85,83,93,/,93
CCCCC(O)Cn1ncc(C(=O)N/N=C\c2ccc(OC(F)F)c(OCc3ccccc3)c2)c1N (centres undefined),61,100,/,86,70,88,66,67,72
